Assay outcomes from PubChem.
Insulin prom inh – inhibitors of insulin promoter-driven GFP, primary screen, imaging, TRM-6 cells (human fetal islet line), eGFP reporter, cell count | reporter expression induced with tamoxifen | inhibition, % at 2 µM | 0.9% of 130,000 active;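 active means inhibition above the mean plus 3 SD, with well images judged a real hit on visual review, cut at about 60% in these data, passing the limit was not always enough; inconclusive means inhibition over the cutoff but images rejected on review; inactive means inhibition not above the cutoff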
SDO1 yeast rescue – growth rescue of sdo1-depleted yeast, primary screen, S. cerevisiae, bone marrow failure model; S. cerevisiae sdo1-depleted JHY4D growth rescue, OD600 30 h; stronger effect = higher value; pdr5 snq2 efflux-pump mutant strain; 0.21% of 140,000 active; z-score at 10 µM; AID 817, 2007;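 active means z-score above 3 at both the 24 hr and the 30 hr optical density reads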;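 further: z-score against mean and SD of all compound wells on the same plate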
SDO1 yeast rescue Rescue 24 h – recorded beside SDO1 yeast rescue, whose call it bears; z-score; S. cerevisiae sdo1-depleted JHY4D growth rescue, OD600; measured here: growth rescue at 24 h;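 0 is the plate mean of compound wells and units are plate SD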
The depositor's hits bear a star; ? = inconclusive; / = not tested or not shown; [ ] = another dose, or the depositor's remark. Random draw from the library; overall some 0.92% were active at least once.

SMILES	Insulin prom inh	SDO1 yeast rescue	SDO1 yeast rescue Rescue 24 h
CCOc1ccc(C(=S)N2CCOCC2)cc1	-5	0.74	-0.43
O=S(=O)(NC1CCc2ccccc21)c1ccc(S(=O)(=O)N2CCCC2)cc1 (configuration not stated)	-17	-1.5	-1.2
Cn1c(SCC(=O)Nc2ccc(NC(=O)c3cccs3)cc2)nnc1-c1ccncc1	13	0.31	1.7
Cc1nnc(NC(=O)c2c(-c3ccccc3)noc2C)s1	23	0.82	3.2
O=C1c2ccccc2CC1Sc1nnc(-c2ccccn2)o1 (configuration not stated)	14	1.2	1.8
CCOc1c(OC(C)=O)ccc(/C=C2\N=C(SCC)SC2=O)c1[N+](=O)[O-]	-19	-0.87	-0.31
Nc1nc(CSc2nnc(-c3cccc(F)c3)n2-c2ccccc2)nc(N2CCOCC2)n1	-162	-0.27	-0.36
O=C(CN1CCCCCC1)N1c2ccccc2C=Cc2ccccc21	-279	0.22	-0.05
Cc1ccc(C)c(CSCC(=O)NCc2cccs2)c1	-7	/	/
O/N=C/c1cc(Cl)ccc1OCc1cccc2ccccc12	27	-1.1	-0.47
O=C(Oc1ccc2ccc(=O)oc2c1)C1CCCCC1	11	-0.15	-0.46
Cc1ccc(C)c(-n2c(SCC(=O)N3CCCC3)nnc2-c2ccccn2)c1	/	0.06	-0.34
O=C(NCCN1CCN(C(=O)NC2CCCCC2)CC1)NC1CCCCC1	38	0.55	-0.42
COc1ccccc1OCCSc1nc(N)cc(N)n1	-11	1.5	0.53
CCn1c(SCC(=O)NNC(=O)c2ccco2)nnc1-c1ccco1	-13	/	/
O=C(c1cccs1)N(C(=O)c1cccs1)c1ccc(Br)cn1	29	-0.13	0.12
COc1ccccc1S(=O)Cc1ccc(C(=O)O)o1 (configuration not stated)	/	0.41[14.5 µM]	-0.07
COc1ccc(Cn2nnnc2C(C(C)C)N2CCc3ccccc32)cc1 (configuration not stated)	15	-1.5	-1.4
O=C(C1CCCCC1)N1CCN=C1SCc1cccnc1	/	-0.26	-0.45
O=C(Cc1ccccc1)NCC(=O)OCC(=O)c1cccs1	/	0.31	-0.51
COc1ccc(-n2c(-c3ccc(Br)cc3)nc(=S)c3c2CCCC3)cc1	/	-1.2	-1.3
CCc1cc(C(=O)NNC(=S)Nc2cc(C)ccc2C)cs1	-108	0.16	-0.78
O=S(=O)(NCCSc1ccc(Cl)cc1)c1ccc(F)cc1	-27	-1.3	-0.82
O=C(CCN1CCCCC1)N/N=C/c1ccc(Br)cc1	8	0.52	0.02
Cc1cccc(/C=C/C(=O)c2cc(Br)ccc(=O)c2O)c1	-17	-0.63	-0.38
CCOC(=O)c1nn(-c2ccc(Cl)cc2)c2nnc(Cc3ccccc3)c(=O)n12	3	0.26	0.08
CCC1CCCCN1C(=O)CSc1nnc(-c2ccc(Cl)cc2)o1 (configuration not stated)	/	-0.12	2.7
CCOc1cc(CNc2ccccc2)cc(Br)c1OCc1ccccc1F	-11	0.31	0.11
Cc1cc(C)c(C)c(S(=O)(=O)Nc2ccccc2C(=O)NCCCN2CCOCC2)c1C	-44	/	/
CCOC(=O)c1cc2sccc2n1Cc1ccc(C#N)cc1	/	-0.94	-0.58
CCOC(=O)NC(=O)/C(C#N)=N/Nc1ccc(F)cc1	43	0.74	0.42
Cc1occc1C(=O)NC(C)c1ccc2c(c1)OCO2 (configuration not stated)	-9	0.11	-0.11
Cc1c(NC(=O)c2ccc(Br)o2)cccc1C(=O)O	19	2.1	1.8
COc1cc2cc(CN(Cc3nnnn3Cc3ccco3)C3CCCCC3)c(=O)[nH]c2cc1OC	47	0.53	0.66
CCOC(=O)c1sc(NC(=O)/C=C/c2c(F)cccc2Cl)nc1C	-88	-0.29	1.1
Cn1cc(-c2nnc(-c3ccccc3)o2)c2ccccc21	-22	-0.37	-0.51
CCN(CC)C(=O)C[n+]1cccc(/C=N/O)c1	-25	0.39	-1.3
COc1cc(C(=O)OCC(=O)Nc2ccc(F)cc2F)cc(OC)c1OC	/	0.33	0.15
Cc1[nH]c2ccccc2c1-c1csc(NC(=O)CSCCO)n1	-42	/	/
Cn1c2c(c(=O)n(C)c1=O)C(NC(=O)c1cccs1)(C(F)(F)F)C(=O)N2 (configuration not stated)	21	1.3	1.2
Cc1cc(C(F)(F)F)n(-c2nc(C(=O)Nc3ccccc3Oc3ccccc3)cs2)n1	36	0.16	0.63
O=C1CSC(c2ccccc2)N1CC12CC3CC(CC(O)(C3)C1)C2 (configuration not stated)	44	0.37	0.35
CCOc1ccc2ccccc2c1CNc1nnnn1C	18	/	/
COc1nc(NCc2cccnc2)nc(NC2CCCCC2)n1	-8	-2.2	-0.82
Clc1ccc(-c2nnc(SCc3ccon3)o2)c(Cl)c1	-89	0.39	0.27
COc1ccc(NC(=O)CSc2ccc(-c3ccccn3)nn2)cc1OC	13	0.49	-0.51
O=C(CSc1nc2c(c(=O)n1-c1ccc(Cl)cc1)SCC2)NCc1ccco1	/	-0.14	-0.61
CCOc1ccc(C2=C/C(=C/c3cccnc3)C(=O)O2)cc1	-50	1.2	2.5
CCOc1ccc(OCC)c(C2C(C#N)=C(N)N(c3cccnc3)C3=C2C(=O)CC(C)(C)C3)c1 (configuration not stated)	-169	-1.2	-0.89
O=C(NCCCn1ccnc1)/C(=C/c1ccccc1)NC(=O)c1ccccc1	-64	/	/

Following part:
SMILES	Insulin prom inh	SDO1 yeast rescue	SDO1 yeast rescue Rescue 24 h
Cc1ccc(Nc2cc(=O)[nH]c(=O)[nH]2)c(C)c1	26	0.07	-0.62
CCOC(=O)c1ccc(NC(=O)CSC2=NC(=O)C(CC)C(=O)N2)cc1 (configuration not stated)	-3	-0.66	-0.58
Cc1cc2ccccc2n1CCNC(=O)COc1ccccc1	/	0.54	0.24
O=C1CCC2c3ccc4ccccc4c3CCN12 (configuration not stated)	-319	0.99	0.51
Cc1cc(NC(=O)c2cc(-c3cccc(Cl)c3)on2)no1	/	-0.72	-0.76
Cc1ccc(S(=O)(=O)CCC(=O)Nc2ccc(S(=O)(=O)N(C)C)cc2)cc1	-25	/	/
N#Cc1c(-c2cccc(F)c2)cc(-c2ccccc2)nc1Br	0	-0.26	1.1
COc1ccc(CNC2CCCCC2C)c(OC)c1 (configuration not stated)	13	0.35	0.38
O=C(CN1CCN(S(=O)(=O)c2ccc(Br)cc2)CC1)N/N=C/c1cccnc1	/	0.66	0.12
CCc1ccc(/C=C/C(=O)c2ccc(S(=O)(=O)N(C)C)cc2)cc1	/	-0.49	0.27

Entries of single compounds as entered above. Screens in order: Insulin prom inh, SDO1 yeast rescue, SDO1 yeast rescue Rescue 24 h
COc1ccc(CNC2CCCCC2C)c(OC)c1 (configuration not stated) is listed with 13, 0.35, 0.38
CCc1ccc(/C=C/C(=O)c2ccc(S(=O)(=O)N(C)C)cc2)cc1 is listed with /, -0.49, 0.27
Cc1ccc(S(=O)(=O)CCC(=O)Nc2ccc(S(=O)(=O)N(C)C)cc2)cc1 is listed with -25, /, /
Cc1ccc(Nc2cc(=O)[nH]c(=O)[nH]2)c(C)c1 is listed with 26, 0.07, -0.62

Next results follow:
SMILES	Insulin prom inh	SDO1 yeast rescue	SDO1 yeast rescue Rescue 24 h
Cc1nc2nc(C)c(CCC(=O)Nc3ccc4c(c3)OCO4)c(C)n2n1	/	-0.65	-0.72
COc1ccccc1N(CC(=O)NC1CCCC1)C(=O)c1csnn1	?	0.46	1.1
Cc1cc(=O)[nH]c2c1cnn2Cc1ccccc1	3	0.83	1
C=CCn1c(SCC(=O)NCc2ccc3c(c2)OCO3)nnc1C1COc2ccccc2O1 (configuration not stated)	-57	-0.78	-0.42
COc1ccccc1NS(=O)(=O)c1ccc(NC(C)=O)cc1	-17	0.18	0.56
Cc1nnc(SCC(=O)Nc2ccc3c(c2)OCO3)o1	-23	0.74	0.63
CCOC(=O)CSc1nnc(N)s1	/	0.63	0.89
Cc1nc(NCc2ccco2)c2oc3ccccc3c2n1	/	-0.87	-1.3
CSc1nc(Cl)cc(Nc2ccccc2N)n1	13	/	/
COc1ccc(C(=O)Nc2ccccc2C(=O)N(Cc2ccco2)C(C(N)=O)C(C)C)cc1 (configuration not stated)	35	-0.36	0.53
CC(C)(O)c1nnn(-c2ccccc2)c1C(F)(F)F	-6	0.75	0.77
COc1ccc(OC)c(NC(=O)Nc2cccc3ccccc23)c1	-12	-0.69	-0.86
O=C(NC1CC1)c1cccc(Br)c1	3	-0.04	-0.16
CC1CCC(N2CCN(c3ncccn3)CC2)CC1 (configuration not stated)	-392	1.6	0.87
COc1ccc(N2CCN(c3cc(C)c4ccccc4n3)CC2)cc1	37	/	/
CN1C(=O)COc2ccc(C(=O)c3ccccc3C(=O)O)cc21	/	0.06	-0.18
CCN(C(=O)CSc1nc2ccccc2c(=O)n1-c1ccc(C)cc1)C1CCS(=O)(=O)C1 (configuration not stated)	7	/	/
CCc1nn(CC(=O)NCCCN(Cc2ccccc2)C(C)C)c(=O)c2cc3sccc3n12	/	1.1	1.1
O=C(Cn1ccc2ccccc2c1=O)Nc1ccc2c(c1)OCO2	-34	2	2.2
C/C(N)=C(/C#N)C(=O)COC(=O)c1ccccc1O	-7	-0.47	-0.5
CC(NC(=O)CN1CCCC1)C12CC3CC(CC(C3)C1)C2 (configuration not stated)	-69	0.93	0.11
CCCCN(C)CCNC(=O)c1ccc(Cn2c(=S)[nH]c3ccc(Br)cc3c2=O)cc1	-25	/	/
COc1ccc(OCC(O)CNC(=O)c2ccc(Br)cc2)cc1 (configuration not stated)	5	0	-0.22
Cc1ccccc1C(=O)Nc1nnc(SC(C)C)s1	29	/	/
CCC(C(=O)NCc1ccccc1OC)n1nc(C)n2c(cc3occc32)c1=O (configuration not stated)	-61	-0.37	-0.4
CCCCNC(=O)CS(=O)Cc1nc(-c2ccc(C)cc2)oc1C (configuration not stated)	/	0.44	0.52
Cc1[nH]n2c(=O)cc(-c3ccc([N+](=O)[O-])cc3)nc2c1-c1ccccc1	42	/	/
O=C(N/N=C/c1ccc(-c2ccccc2[N+](=O)[O-])o1)c1cccnc1	19	-0.31	-0.73
COc1ccccc1/C=C/C=N/NC(=O)CCC1C(=O)NN=C1C (configuration not stated)	38	1.4	0.78
CCOCCCNC(=O)C(NC(=O)CNC(C)=O)c1ccc(C)cc1 (configuration not stated)	17	1.2	0.58
CSc1ccccc1N=CC1=C(O)CC(C)(C)CC1=O	-17	0.07	0.07
COC(=O)c1nnn(-c2nonc2N)c1CSc1ccccn1	/	0.44	-0.85
COc1ccc(NC(=O)CSc2nnc(N)n2CC(=O)Nc2ccc(OC)cc2)cc1	-21	/	/
Cc1ccc(NC(=O)c2cc(C)n(-c3ccccc3)c2C)cc1	/	-2	-2
COc1ccc(NC(=O)c2ccccc2[N+](=O)[O-])cc1	27	1.5	-0.15
CCc1nnc(NC(=O)CN2CCN(c3cccc(OC)c3)CC2)s1	-187	1.4	1.2
Cc1ccc2cc(CN(Cc3ccco3)C(=O)NCc3ccccc3)c(=O)[nH]c2c1C	-160	-0.96	-0.02
CC(C)(C)C(=O)Nc1ccc(C(=O)NCc2cccnc2)cc1	-17	0.1	-0.61
O=C(Cc1ccc(Cl)cc1)NNC(=O)Nc1cccc2ccccc12	/	-0.12	0.46
O=C(Nc1ccc(NC(=O)C2CC2)nc1)c1cccs1	/	0.81	0.65
CN=C(Nc1cc(C)nn1-c1ccccc1)c1ccccc1	28	0.1	0.27
O=C(CSc1nc(-c2ccccc2Cl)ns1)NCc1ccco1	6	-0.45	-1.1
COc1cc(NC(=O)CCc2c(C)nc3nc(C)nn3c2C)cc(OC)c1	/	0.37	-0.78
CCOC(=O)C1CCCN(c2c(Nc3ccc(OCC)cc3)c(=O)c2=O)C1 (configuration not stated)	/	1.1	0.63
Cc1cc(C)cc(OCC(=O)N/N=C\c2cn(C)nc2C)c1	-36	0.59	-0.76
COc1ccc(Cn2c(SCC#N)nc3ccc(N4CCOCC4)cc3c2=O)cc1	44	/	/
CCOC(=O)Cc1[nH]nc2c1C(c1cc(OC)ccc1OC)C(C#N)=C(N)O2 (configuration not stated)	/	0.13	0.25
Cn1nnnc1Sc1c(Cl)cccc1[N+](=O)[O-]	-20	0.93	0.44
COc1ccc(OC)c(-n2c(=S)[nH]c3cc(C(=O)N(C)Cc4ccccc4)ccc3c2=O)c1	-47	/	/
Cc1cc(NC(=O)CCSc2ccccc2)ccc1Br	-10	-1.4	-0.27

Following part.
SMILES	Insulin prom inh	SDO1 yeast rescue	SDO1 yeast rescue Rescue 24 h
CCN1CCN(c2oc(-c3ccc(OC)cc3)nc2C#N)CC1	31	/	/
Cc1ccc2nc(SCCCCOc3ccccc3)[nH]c2c1	-3	-1.9	-1.3
N#Cc1cc(C#N)c(N2CCN(c3ccccn3)CC2)nc1N	-33	-0.02	-0.24
CCOC(=O)N1CCN(C(=O)Nc2ccc(Cl)cc2Cl)CC1	-29	1.3	1.6
CCN(CC)C(=O)CSc1nnc2cc(C)c3ccccc3n12	-38	/	/
N#C/C(=C\c1ccc(Sc2nc3ccccc3[nH]2)o1)c1ccccc1	50	-1.4	-0.31
Cc1cccc(C(=O)NCc2nnc3c4ccccc4c(-c4ccccc4)nn23)c1	2	-0.28	0.04

In the list so far, five have a nitro group on carbon:
SMILES	Insulin prom inh	SDO1 yeast rescue	SDO1 yeast rescue Rescue 24 h
CCOc1c(OC(C)=O)ccc(/C=C2\N=C(SCC)SC2=O)c1[N+](=O)[O-]	-19	-0.87	-0.31
Cc1[nH]n2c(=O)cc(-c3ccc([N+](=O)[O-])cc3)nc2c1-c1ccccc1	42	/	/
O=C(N/N=C/c1ccc(-c2ccccc2[N+](=O)[O-])o1)c1cccnc1	19	-0.31	-0.73
COc1ccc(NC(=O)c2ccccc2[N+](=O)[O-])cc1	27	1.5	-0.15
Cn1nnnc1Sc1c(Cl)cccc1[N+](=O)[O-]	-20	0.93	0.44
